Screens from PubChem BioAssay.
ABHD4 inh: inhibits mouse alpha/beta hydrolase domain 4 | 370,000 tested, 0.54% active | purified mABHD4, FP-Rh probe fluorescence polarization | AID 720543 | inhibition, % at 8.92 µM;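 active = inhibition exceeding the mean over every tested compound plus 3 SD, cut at about 30% in these data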;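 note: 0% = plate median of compound wells and 100% = S159A mutant with DMSO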
Target sequence (Q8VD66 whole entry, looked up, the tested form may be a part): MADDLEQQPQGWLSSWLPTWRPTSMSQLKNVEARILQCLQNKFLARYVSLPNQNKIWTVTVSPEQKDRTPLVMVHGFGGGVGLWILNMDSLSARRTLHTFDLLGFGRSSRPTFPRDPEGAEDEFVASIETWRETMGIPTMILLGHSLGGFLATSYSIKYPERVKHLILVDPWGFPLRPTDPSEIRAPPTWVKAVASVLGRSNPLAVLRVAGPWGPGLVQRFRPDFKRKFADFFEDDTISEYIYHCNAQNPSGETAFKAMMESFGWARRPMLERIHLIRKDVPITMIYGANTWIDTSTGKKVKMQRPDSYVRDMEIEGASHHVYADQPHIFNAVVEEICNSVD
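Assay system: wild-type mouse ABHD4 protein; compound: single nominal dose of 8.92 µM, 0.89% DMSO final; schedule: 45 min + 60 min at 25 °C; measured by: FP readout, ex 525 nm / em 598 nm; evaluation: % inhibition of FP-Rh probe binding versus controls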
UHRF1 MBD2 ctr: blocks human UHRF1 binding to methylated DNA | Q96T88 | UHRF1 binding to methylated oligo, TR-FRET | inhibition, % at 4.4 µM | 370,000 tested, 0.75% active; in the data active = inhibition above about 21%;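 note: UHRF1 SRA domain binding a hemimethylated CpG hairpin DNA probe; 0% = median of test compound wells and 100% = reference inhibitor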
Target sequence (Q96T88 whole entry, looked up, the tested form may be a part): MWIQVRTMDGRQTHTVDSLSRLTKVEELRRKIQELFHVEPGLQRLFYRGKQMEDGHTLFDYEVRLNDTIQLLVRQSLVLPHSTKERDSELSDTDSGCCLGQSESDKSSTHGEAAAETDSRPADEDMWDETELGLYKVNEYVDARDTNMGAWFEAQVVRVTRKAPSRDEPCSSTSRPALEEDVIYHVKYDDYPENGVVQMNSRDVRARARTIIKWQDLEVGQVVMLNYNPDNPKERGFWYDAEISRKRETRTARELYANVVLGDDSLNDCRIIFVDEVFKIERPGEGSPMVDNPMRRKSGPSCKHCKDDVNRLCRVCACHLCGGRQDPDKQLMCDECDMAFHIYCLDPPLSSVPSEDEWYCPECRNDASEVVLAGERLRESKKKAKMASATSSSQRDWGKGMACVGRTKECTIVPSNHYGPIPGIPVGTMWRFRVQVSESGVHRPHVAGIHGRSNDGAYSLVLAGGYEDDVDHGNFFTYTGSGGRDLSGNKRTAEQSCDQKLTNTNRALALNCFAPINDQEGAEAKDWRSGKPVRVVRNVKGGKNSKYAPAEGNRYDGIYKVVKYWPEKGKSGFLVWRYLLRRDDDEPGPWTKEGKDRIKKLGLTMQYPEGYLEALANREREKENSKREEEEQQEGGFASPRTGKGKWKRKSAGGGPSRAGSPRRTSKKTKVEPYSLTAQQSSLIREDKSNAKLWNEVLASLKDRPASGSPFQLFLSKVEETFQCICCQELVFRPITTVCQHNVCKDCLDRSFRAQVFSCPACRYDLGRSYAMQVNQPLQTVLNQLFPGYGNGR
Rev-erbA mod: modulators of human Rev-erb alpha DNA binding. P20393. Rev-erbα–FITC-DNA binding, fluorescence polarization, 90 min. activity, % at 10 µM. 370,000 tested, 0.79% active. AID 1259318;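 active = activity above about 14%, limit read from the data; passing the limit was not always enough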;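 note: 0% = DMSO wells with 35 nM protein and 100% = DMSO wells with 750 nM protein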
HTRA1 inh: inhibitors of human serine peptidase HTRA1 | Q92743 | recombinant HTRA1, FP-rhodamine activity-based probe, fluorescence polarization | inhibition, % at 5.96 µM | 340,000 tested, 0.5% active; in the data active = inhibition above about 36%;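 note: 0% = enzyme with DMSO and 100% = wells lacking enzyme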
PG9 Ab binder: PG9 antibody binding by small molecule; TR-FRET gp120-PG9 antibody binding; inhibition, % at 6.7 µM; 360,000 tested, 0.43% active; AID 624416; in the data active = inhibition above about 8.5%
TCR-CD3 inh: human TCR-CD3 binding inhibition. AID 651800. 360,000 tested, 0.37% active. inhibition, % at 9.4 µM. TAMRA-labeled TCR probe fluorescence, biochemical; in the data active = inhibition above about 19%;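 note: recombinant mutant TCR 2C K166C tagged with TAMRA read by polarization; 0% = receptor in buffer alone and 100% = receptor with positive control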
LEDGF integ inh: blocks HIV-1 LEDGF/p75-dependent DNA integration; inhibition, % at 3.7 µM; TR-FRET IN-LEDGF/p75 DNA integration, Eu/Cy5; 370,000 tested, 0.64% active;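 active = inhibition above the screen-wide mean plus 3 SD, cut at about 13% in these data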;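 note: signal is the Cy5 over europium emission ratio at 671 and 618 nm; 0% = plate median of compound wells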
rCAG RNA binder: molecules binding r(CAG) RNA repeats; r(CAG) RNA repeat, TO-PRO-1 dye displacement fluorescence; inhibition, % at 3 µM; 370,000 tested, 1.3% active; AID 651821;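 active = inhibition above the plate cutoff, the mean of all test compounds on that plate plus 3 SD, cut at about 35% in these data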;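 note: 0% = DMSO alone and 100% = 100 µM mitoxantrone as full dye displacement; higher means more dye released from RNA so lower well fluorescence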
PRMT1 inh: PRMT1 (human) inhibition, primary screen; recombinant PRMT1, activity-based probe fluorescence polarization; inhibition, % at 2.79 µM; 370,000 tested, 1.3% active;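 active = inhibition above about 21% made by adding two undisclosed values, limit read from the data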
MBD2 inh: inhibitors of human MBD2 binding to methylated oligonucleotide. AID 686964. Q9UBB5. TR-FRET. inhibition, % at 4.4 µM. 370,000 tested, 0.31% active; in the data active = inhibition above about 13%
Numbers without * were called inactive.

What do the screens show for `COc1ccc(NC(=O)C2(C)Cc3c(-c4cccc(C(N)=O)c4)ccnc3O2)cc1OC` (stereo unspecified)?
ABHD4 inh: 10; UHRF1 MBD2 ctr: 1; Rev-erbA mod: -6; PG9 Ab binder: -1.8; TCR-CD3 inh: 3; LEDGF integ inh: 1; rCAG RNA binder: -1; PRMT1 inh: 0; MBD2 inh: -4

Results for CCOc1ccc2c(c1)OC(c1ccc(C)cc1)(C(F)(F)F)NC2=O (stereo unspecified) ?
ABHD4 inh: -8; UHRF1 MBD2 ctr: 1; Rev-erbA mod: 2; HTRA1 inh: -35; PG9 Ab binder: 1.9; TCR-CD3 inh: 5; LEDGF integ inh: 5; rCAG RNA binder: -5; PRMT1 inh: -1; MBD2 inh: -2

How did Cc1cc(NC(=S)Nc2cccnc2)ccc1Br do in these assays?
ABHD4 inh: 4; UHRF1 MBD2 ctr: -1; Rev-erbA mod: 2; HTRA1 inh: -2; PG9 Ab binder: 0.3; TCR-CD3 inh: -5; LEDGF integ inh: 0; rCAG RNA binder: 0; PRMT1 inh: 0; MBD2 inh: 1

What do the screens show for `O=C(N/C(=C\c1ccco1)C(=O)N1CCCC1CO)c1ccccc1` (stereo unspecified)?
ABHD4 inh: 13; UHRF1 MBD2 ctr: -2; Rev-erbA mod: 4; HTRA1 inh: 0; PG9 Ab binder: 0.1; TCR-CD3 inh: 5; LEDGF integ inh: 2; rCAG RNA binder: 1; PRMT1 inh: 4; MBD2 inh: -5

What do the screens show for `CC1CN(S(=O)(=O)c2cccc(-c3cn4ccccc4n3)c2)CC(C)O1` (stereo unspecified)?
ABHD4 inh: 6; UHRF1 MBD2 ctr: 2; Rev-erbA mod: 6; HTRA1 inh: 0; PG9 Ab binder: -0.9; TCR-CD3 inh: 0; LEDGF integ inh: 0; rCAG RNA binder: -1; PRMT1 inh: -1; MBD2 inh: 0

Results for COc1ccc(NC(=O)c2ccc(NC(=O)c3nc4nccc(C)n4n3)cc2)cc1 ?
ABHD4 inh: -1; UHRF1 MBD2 ctr: 0; Rev-erbA mod: -4; HTRA1 inh: 8; PG9 Ab binder: -2.0; TCR-CD3 inh: -7; LEDGF integ inh: -8; rCAG RNA binder: 2; PRMT1 inh: 3; MBD2 inh: 1

How did CCOc1cccc(-c2c(C(=O)N/N=C/c3cccs3)nnn2-c2nonc2N)c1 do in these assays?
ABHD4 inh: -6; UHRF1 MBD2 ctr: 2; Rev-erbA mod: -1; HTRA1 inh: -6; PG9 Ab binder: -0.5; TCR-CD3 inh: 3; LEDGF integ inh: -1; rCAG RNA binder: 6; PRMT1 inh: -2; MBD2 inh: -4

Results for O=C(c1ccc(=O)[nH]n1)N1CCN(S(=O)(=O)c2cccc(F)c2)CC1 ?
ABHD4 inh: 4; UHRF1 MBD2 ctr: 3; Rev-erbA mod: 1; HTRA1 inh: 24; PG9 Ab binder: -1.2; TCR-CD3 inh: -4; LEDGF integ inh: 0; rCAG RNA binder: 4; PRMT1 inh: -2; MBD2 inh: -3

Results for CCC(=O)N1CCCC1(C)C(=O)Nc1cccc(Oc2ccccc2)c1 (stereo unspecified) ?
ABHD4 inh: -1; UHRF1 MBD2 ctr: 1; Rev-erbA mod: 5; PG9 Ab binder: 0.8; TCR-CD3 inh: -5; LEDGF integ inh: -6; rCAG RNA binder: 1; PRMT1 inh: 1; MBD2 inh: 1

What do the screens show for `O=[N+]([O-])c1cccc(/C=N/n2c(COc3ccccc3)n[nH]c2=S)c1`?
ABHD4 inh: 2; UHRF1 MBD2 ctr: 0; Rev-erbA mod: -6; HTRA1 inh: -6; PG9 Ab binder: 0.9; TCR-CD3 inh: -4; LEDGF integ inh: 0; rCAG RNA binder: 19; PRMT1 inh: 11; MBD2 inh: 4

Results for CCOc1ccc(C(=O)NCC(=O)OCC(=O)N2CCCC2)cc1 ?
ABHD4 inh: 0; UHRF1 MBD2 ctr: 0; Rev-erbA mod: 0; HTRA1 inh: -13; PG9 Ab binder: -0.8; TCR-CD3 inh: 8; LEDGF integ inh: -3; rCAG RNA binder: -2; PRMT1 inh: -4; MBD2 inh: -4

Results for Cc1ccccc1NC(=O)c1cc(S(=O)(=O)c2ccccc2)ccc1Cl ?
ABHD4 inh: -27; UHRF1 MBD2 ctr: 5; Rev-erbA mod: -1; HTRA1 inh: -5; PG9 Ab binder: 0.9; TCR-CD3 inh: -5; LEDGF integ inh: 1; rCAG RNA binder: 3; PRMT1 inh: 4; MBD2 inh: 8

How did CCN(c1ccccc1)S(=O)(=O)c1ccc(OC)c(NC(=O)c2c(C)noc2C)c1 do in these assays?
ABHD4 inh: 1; UHRF1 MBD2 ctr: 1; Rev-erbA mod: 2; HTRA1 inh: 3; PG9 Ab binder: -0.3; TCR-CD3 inh: -3; LEDGF integ inh: -5; rCAG RNA binder: 1; PRMT1 inh: 10; MBD2 inh: -3

Results for CCN1CCCC1CNC(=O)c1ccc(N2CCCC2=O)cc1 (stereo unspecified) ?
ABHD4 inh: -2; UHRF1 MBD2 ctr: 1; Rev-erbA mod: -1; HTRA1 inh: 3; PG9 Ab binder: 1.0; TCR-CD3 inh: -1; LEDGF integ inh: 0; rCAG RNA binder: -7; PRMT1 inh: -1; MBD2 inh: 2

Results for COc1ccc2cc3cc(C(=O)N4CCN(c5ccccc5)CC4)oc3nc2c1 ?
ABHD4 inh: -5; UHRF1 MBD2 ctr: -2; Rev-erbA mod: -7; HTRA1 inh: -4; PG9 Ab binder: -1.4; TCR-CD3 inh: -2; LEDGF integ inh: -4; rCAG RNA binder: -1; PRMT1 inh: -2; MBD2 inh: -3

Of the compounds above, 2 contain fluorine:
Results for CCOc1ccc2c(c1)OC(c1ccc(C)cc1)(C(F)(F)F)NC2=O (stereo unspecified) ?
ABHD4 inh: -8; UHRF1 MBD2 ctr: 1; Rev-erbA mod: 2; HTRA1 inh: -35; PG9 Ab binder: 1.9; TCR-CD3 inh: 5; LEDGF integ inh: 5; rCAG RNA binder: -5; PRMT1 inh: -1; MBD2 inh: -2

Results for O=C(c1ccc(=O)[nH]n1)N1CCN(S(=O)(=O)c2cccc(F)c2)CC1 ?
ABHD4 inh: 4; UHRF1 MBD2 ctr: 3; Rev-erbA mod: 1; HTRA1 inh: 24; PG9 Ab binder: -1.2; TCR-CD3 inh: -4; LEDGF integ inh: 0; rCAG RNA binder: 4; PRMT1 inh: -2; MBD2 inh: -3

Back to the main list with the two entries that preceded the break.
Results for CCN1CCCC1CNC(=O)c1ccc(N2CCCC2=O)cc1 (stereo unspecified) ?
ABHD4 inh: -2; UHRF1 MBD2 ctr: 1; Rev-erbA mod: -1; HTRA1 inh: 3; PG9 Ab binder: 1.0; TCR-CD3 inh: -1; LEDGF integ inh: 0; rCAG RNA binder: -7; PRMT1 inh: -1; MBD2 inh: 2

Results for COc1ccc2cc3cc(C(=O)N4CCN(c5ccccc5)CC4)oc3nc2c1 ?
ABHD4 inh: -5; UHRF1 MBD2 ctr: -2; Rev-erbA mod: -7; HTRA1 inh: -4; PG9 Ab binder: -1.4; TCR-CD3 inh: -2; LEDGF integ inh: -4; rCAG RNA binder: -1; PRMT1 inh: -2; MBD2 inh: -3

How did CN(CC1CCN(CCc2cccc(C(F)(F)F)c2)CC1)C(=O)c1ccc(F)cc1F do in these assays?
ABHD4 inh: 1; UHRF1 MBD2 ctr: -3; Rev-erbA mod: 1; HTRA1 inh: 7; PG9 Ab binder: 1.1; TCR-CD3 inh: 4; LEDGF integ inh: -3; rCAG RNA binder: -13; PRMT1 inh: -1; MBD2 inh: 3

Results for O=C(O)CNC(=O)c1ccc(S(=O)(=O)N2CCOCC2)cc1 ?
ABHD4 inh: 5; UHRF1 MBD2 ctr: 12; Rev-erbA mod: 0; HTRA1 inh: 1; PG9 Ab binder: -0.4; TCR-CD3 inh: -3; LEDGF integ inh: 0; rCAG RNA binder: -1; PRMT1 inh: 1; MBD2 inh: 6

What do the screens show for `N#C/C(=C/c1ccc(N2CCOCC2)o1)c1nc2ccccc2[nH]1`?
ABHD4 inh: 15; UHRF1 MBD2 ctr: -4; Rev-erbA mod: 5; HTRA1 inh: 1; PG9 Ab binder: -27; TCR-CD3 inh: 9; LEDGF integ inh: 0; rCAG RNA binder: -29; PRMT1 inh: 38*; MBD2 inh: -6

What do the screens show for `COc1cc(/C=C/C(=O)O)cc(S(=O)(=O)Nc2cc(Cl)c(Cl)cc2Cl)c1OC`?
ABHD4 inh: 32*; UHRF1 MBD2 ctr: 0; Rev-erbA mod: -1; HTRA1 inh: -11; PG9 Ab binder: -0.8; TCR-CD3 inh: 6; LEDGF integ inh: 1; rCAG RNA binder: 65*; PRMT1 inh: 2; MBD2 inh: 0

How did Cc1cccc(Nc2cnn(C34CC5CC(CC(CC(=O)O)(C5)C3)C4)c(=O)c2Cl)c1 do in these assays?
ABHD4 inh: 5; UHRF1 MBD2 ctr: -3; Rev-erbA mod: 0; HTRA1 inh: 4; PG9 Ab binder: -1.0; TCR-CD3 inh: 2; LEDGF integ inh: 1; rCAG RNA binder: 3; PRMT1 inh: 1; MBD2 inh: -2

What do the screens show for `O=C(CCC1CCCCC1)NCc1ccncc1`?
ABHD4 inh: 2; UHRF1 MBD2 ctr: 3; Rev-erbA mod: -2; HTRA1 inh: 7; PG9 Ab binder: -0.8; TCR-CD3 inh: -6; LEDGF integ inh: -3; rCAG RNA binder: -3; PRMT1 inh: 5; MBD2 inh: 0

How did N#Cc1cccc(C(=O)OCC(=O)N2CCCc3ccccc32)c1 do in these assays?
ABHD4 inh: -6; UHRF1 MBD2 ctr: 1; Rev-erbA mod: -5; HTRA1 inh: 4; PG9 Ab binder: -2.4; TCR-CD3 inh: -8; LEDGF integ inh: 0; rCAG RNA binder: -6; PRMT1 inh: 1; MBD2 inh: 3

How did O=[N+]([O-])c1cccnc1Oc1cc(Cl)c(Cl)cc1Cl do in these assays?
ABHD4 inh: -7; UHRF1 MBD2 ctr: 1; Rev-erbA mod: 4; HTRA1 inh: -14; PG9 Ab binder: -2.6; TCR-CD3 inh: 7; LEDGF integ inh: 2; rCAG RNA binder: 1; PRMT1 inh: -5; MBD2 inh: -4

How did COc1ccc(NC(=O)c2ccc(S(=O)(=O)NCc3cccnc3)cc2)cc1 do in these assays?
ABHD4 inh: 3; UHRF1 MBD2 ctr: 2; Rev-erbA mod: 2; HTRA1 inh: 2; PG9 Ab binder: 0.6; TCR-CD3 inh: 0; LEDGF integ inh: 2; rCAG RNA binder: 4; PRMT1 inh: 0; MBD2 inh: 4

What do the screens show for `CC(=O)Nc1ccc(S(=O)(=O)N2CCN=C2SCc2ccc(F)cc2)cc1`?
ABHD4 inh: -21; UHRF1 MBD2 ctr: -2; Rev-erbA mod: -2; HTRA1 inh: -7; PG9 Ab binder: -1.8; TCR-CD3 inh: 1; LEDGF integ inh: 4; rCAG RNA binder: 7; PRMT1 inh: -2; MBD2 inh: -7

How did Cc1csc(SCCn2c(N3CCOCC3)nc3c2c(=O)[nH]c(=O)n3C)n1 do in these assays?
ABHD4 inh: -1; UHRF1 MBD2 ctr: 2; Rev-erbA mod: -1; HTRA1 inh: 1; PG9 Ab binder: -0.8; TCR-CD3 inh: -10; LEDGF integ inh: 0; rCAG RNA binder: 1; PRMT1 inh: 5; MBD2 inh: 5

Results for NNC(=O)COc1ccc(-c2n[nH]c(C(F)(F)F)c2-c2ccc(Br)cc2)c(O)c1 ?
ABHD4 inh: -13; UHRF1 MBD2 ctr: -4; Rev-erbA mod: -3; HTRA1 inh: -54; PG9 Ab binder: -1.8; TCR-CD3 inh: 9; LEDGF integ inh: 1; rCAG RNA binder: 10; PRMT1 inh: -3; MBD2 inh: 3

Not all compounds are listed; count on the stated rates, not on these rows.
